GAA inh – alpha-glucosidase (human) inhibition | P10253 | purified human GAA, 4-MU-alpha-glucoside fluorescence | Potency, µM (series often up to 76.9 µM), inactives show at the highest dose activity change, negative = inhibition, actives largely listed as inhibitors | 0.005% of 200,000 active;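 also: plate controls were uninhibited enzyme wells for no effect and no-enzyme background for full effect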
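AC50 values come from Hill fits of compound titrations (up to 77 uM) against 4 nM human enzyme. Substrate 4-methylumbelliferyl-alpha-D-pyranoside at 400 uM, pH 5.0 citrate buffer, 20 min room temperature; fluorescence Ex 365/Em 440 after alkaline stop.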
TexasRed fluor – Texas Red fluorescence interference in TRb-SRC2 counter-screen; 0.29% of 280,000 active; Potency, µM (highest dose often 106 µM), for inactives: at the top dose fluorescence change, negative = quenching; AID 1479; TRb/SRC2 Texas Red total fluorescence interference; active = well fitted curve in either direction with a large enough effect; inconclusive = small, poorly fitted or top-dose-only effect
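Human TRb ligand-binding domain at 0.6 uM with 20 nM Texas Red SRC2 peptide in Tris buffer containing 1 uM T3 and 5% DMSO, incubated with compound 5 h at ambient temperature. Total fluorescence (555/632 nm) calculated as parallel + 2 × perpendicular.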
TRb-SRC2 inh – TRbeta-SRC2 interaction inhibition; P10828; TRbeta-SRC2 peptide binding, fluorescence polarization; receptor liganded with 1 µM T3; Potency, µM (doses to about 106 µM), inactives show at the top dose activity change, negative = inhibition, hits mostly inhibitors; 0.065% of 280,000 active; AID 1469;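 also: plate controls were bound peptide for no effect and peptide without receptor for full effect; nearly all actives have a fitted effect of over 50% in size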
Target sequence (P10828 whole entry, looked up): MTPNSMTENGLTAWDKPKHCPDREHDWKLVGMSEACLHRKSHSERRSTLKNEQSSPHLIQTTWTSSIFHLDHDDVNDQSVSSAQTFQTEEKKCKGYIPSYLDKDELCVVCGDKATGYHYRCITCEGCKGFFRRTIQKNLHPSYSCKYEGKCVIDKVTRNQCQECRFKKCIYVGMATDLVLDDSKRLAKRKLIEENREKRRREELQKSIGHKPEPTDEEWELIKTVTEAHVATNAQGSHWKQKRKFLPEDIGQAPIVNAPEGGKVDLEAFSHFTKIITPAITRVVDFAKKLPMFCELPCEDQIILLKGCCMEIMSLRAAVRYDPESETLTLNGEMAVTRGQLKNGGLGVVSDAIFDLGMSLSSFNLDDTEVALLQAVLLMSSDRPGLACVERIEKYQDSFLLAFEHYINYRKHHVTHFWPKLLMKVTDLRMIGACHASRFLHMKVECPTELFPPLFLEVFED
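Quantitative HTS by FP: 0.6 uM TRb LBD, 20 nM labeled SRC2 20-mer, 1 uM T3, 5% DMSO; 5 hr ambient incubation; % activity per concentration and potencies from concentration series.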
RECQ1 helicase – inhibitors of human RECQ1 DNA helicase; P46063; RECQ1 DNA unwinding, red fluorescence kinetic read; Potency, µM (doses to about 57.3 µM), without a hit: top-dose activity, negative = inhibition, most hits filed as inhibitors; 0.54% of 240,000 active;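 also: plate controls were vehicle for no effect and no enzyme for full effect; nearly all actives have a fitted effect of over 30% in size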
Target sequence (P46063 whole entry, looked up): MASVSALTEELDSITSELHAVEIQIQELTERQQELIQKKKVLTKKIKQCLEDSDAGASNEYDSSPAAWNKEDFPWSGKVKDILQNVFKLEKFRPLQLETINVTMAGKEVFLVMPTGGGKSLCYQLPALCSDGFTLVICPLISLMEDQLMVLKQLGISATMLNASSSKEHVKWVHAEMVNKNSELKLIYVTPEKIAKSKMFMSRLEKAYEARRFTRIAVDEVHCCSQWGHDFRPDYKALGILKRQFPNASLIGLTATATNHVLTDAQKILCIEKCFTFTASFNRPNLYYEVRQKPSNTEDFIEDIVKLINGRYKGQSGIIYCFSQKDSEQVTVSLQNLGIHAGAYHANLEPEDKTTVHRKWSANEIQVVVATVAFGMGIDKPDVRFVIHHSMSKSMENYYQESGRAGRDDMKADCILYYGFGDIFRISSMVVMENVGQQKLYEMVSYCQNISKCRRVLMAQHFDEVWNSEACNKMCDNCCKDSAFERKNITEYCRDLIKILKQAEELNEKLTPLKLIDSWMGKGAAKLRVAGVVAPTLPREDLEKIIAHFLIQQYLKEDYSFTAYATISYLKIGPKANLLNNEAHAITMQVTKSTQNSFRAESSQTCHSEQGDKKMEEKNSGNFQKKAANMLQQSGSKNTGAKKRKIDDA
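50 nM RECQ1T1 preincubated 15 min with compound in Tris pH 8.0 buffer with MgCl2, DTT, Tween-20 and 2.5 ug/ml poly(dI-dC); started with 200 nM TAMRA/BHQ-2 forked duplex and 2 mM ATP. Unwinding read as fluorescence (525/598 nm), two reads 2 h apart.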
GAA glycogen – alters human alpha-glucosidase cleavage of glycogen; P10253; recombinant GAA, glycogen substrate, Amplex Red glucose oxidase fluorescence; Potency, µM (highest dose often 76.4 µM), without a hit: top-dose activity change, negative = inhibition, most hits filed as inhibitors; 0.38% of 300,000 active; AID 2100;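 also: 0% = full enzyme reaction and -100% = no-enzyme basal signal; the screen sought inhibitors and activators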
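Recombinant enzyme (4 nM final) with compounds titrated up to 77 uM and bovine liver glycogen (30 ug) in citrate pH 5.0, 0.01% Tween-20, 37 C 40 min. Released glucose detected by Amplex Red/glucose oxidase (Ex 573/Em 610); AC50 from Hill fits.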
GAA spleen mod – inhibits or activates alpha-glucosidase in human spleen homogenate. P10253. Potency, µM (doses to about 79.9 µM), for inactives: at the highest dose activity change, negative = inhibition, hits mostly inhibitors. 0.006% of 240,000 active. human spleen homogenate, 4-MU-alpha-glucoside fluorescence;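 also: 0% = enzyme with vehicle and -100% = no enzyme basal signal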
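Human spleen homogenate (1 ug) incubated with compounds and 1 mM 4-methylumbelliferyl-alpha-D-glucopyranoside in pH 5.0 citrate/phosphate buffer, 37 C, 40 min. Stopped at pH 10; 4-MU fluorescence (Ex 365/Em 440 nm); AC50 by Hill fit.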
GoLoco inh red – blocks human Gai1 binding to RGS12 GoLoco peptide, red readout; Gai1:RGS12 GoLoco peptide FP, rhodamine, 10 min; Potency, µM (highest dose often 61.6 µM), inactives show at the highest dose activity, negative = inhibition, actives largely listed as inhibitors; 0.44% of 230,000 active; active = well fitted inhibition curve with a large enough effect, not every such curve was filed as active; inactive = no such curve, though single readings can be large or run the other way; also: nearly all actives have a fitted effect of over 30% in size; many of its hits are not listed in these tables
L3MBTL1 inh – blocks human L3MBTL1; Q9Y468; AlphaScreen L3MBTL1–H3K9me1 peptide binding; Potency, µM (top dose mostly 57.1 µM), for the others: at the highest dose activity, negative = inhibition, actives largely listed as inhibitors; 0.66% of 230,000 active; AID 485360; also: nearly all actives have a fitted effect of over 60% in size
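L3MBTL1 50 nM + b-AHA-H3(1-15)K9me1 75 nM, 30 min RT; compound added, 30 min RT; streptavidin donor/Ni-chelate acceptor beads 10 ug/mL each final, 30 min RT dark; AlphaScreen read.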
* hit, by the source's call; i = inactive; ? = inconclusive; / = no result given; & = joins results of further samples; [ ] = remark or other dose. Unless noted, calls follow the shape of the dose curve; as a rule, active = well fitted curve in the direction sought with a large enough effect; inconclusive = small, poorly fitted or top-dose-only effect, or another doubt; inactive = no such curve, though single readings can be large; an effect the other way counts as inactive or inconclusive. Unless noted, % is scaled to controls: 0 for no effect and ±100 for the full control effect; potency is read from the fitted curve at half-maximal effect. These rows are one share of the data. The share of hits here may be higher or lower than overall.

molecule	L3MBTL1 inh	RECQ1 helicase	TRb-SRC2 inh	TexasRed fluor	GAA spleen mod	GAA glycogen	GAA inh	GoLoco inh red
CN(C)S(=O)(=O)c1cc(C(=O)OCCn2cnc3c2c(=O)n(C)c(=O)n3C)ccc1Cl	-8.2%	-5.8%	7.6%	-2.2%	5.5%	-3.8%	-1.7%	4.1%
S=C(NNC(=S)NC1CC2CCC1C2)NC1CC2C=CC1C2 (stereo unspecified)	-13.0%	-17.5%	-8.0%	-0.4%	7.5%	?	-2.8%	2.1%
O=C(O)c1ccc(C=C(c2nc3ccccc3s2)c2nc3ccccc3s2)cc1	-22.3%	16.0%	-4.9%	-3.8%	-3.2%	4.5%	-8.4%	1.3%
CO[C@@H]1COC(=O)[C@H]2CCCN2C(=O)[C@@H](C)COC(=O)CCC[C@H]1C	/	6.8%[11.5 µM]	8.3%[11.2 µM]	-1.6%[11.2 µM]	-3.3%[17.4 µM]	/	/	/
O=C1NC2NC(=O)N(C(Cc3ccccc3)C(=O)O)C2N1 (stereo unspecified)	10.2%	-3.6%	-12.2%	-1.5%	-6.5%	-0.7%	2.7%	/
CCOC(=O)C(CC)Sc1nc2c(cnn2-c2ccccc2)c(=O)[nH]1 (stereo unspecified)	/	-6.3%	-9.9%	-2.0%	-6.9%	-5.5%	-4.5%	12.3%
COc1cc(OC)cc(-n2c3nc4ccccc4nc3c3c(=O)n(CC4CCCO4)cnc32)c1 (stereo unspecified)	9.3%	-6.0%	0.8%	-1.1%	0.7%	1.1%	6.2%	18.9%
Clc1cccc(CNc2nnnn2-c2ccccc2)c1	3.1%	-0.6%	-5.0%	-6.3%	-6.6%	5.7%	-3.0%	/
CCOc1cc(S(=O)(=O)NC2CCCCCC2)ccc1F	29.7%[11.4 µM]	7.0%	12.6%	-1.1%	-3.6%	-12.8%	-5.5%	0.3%
Cc1cccc(NC(=O)c2ccc3c(Cl)c4c(nc3c2)CCCC4)n1	-4.2%	i	8.0%	-1.3%	-6.0%	-1.7%	9.4%	0.6%
CC(C)N1C(=O)CCC1C(=O)NCc1ccco1 (stereo unspecified)	/	-0.2%	0.1%	-0.4%	-4.4%	-9.8%	2.1%	8.7%
CN(Cc1cccs1)C(=O)c1ccc(S(=O)(=O)N2CCCCC2)cc1	6.5%	i	4.8%	-0.9%	3.0%	-1.6%	/	-3.2%
CCOc1ccccc1-n1c(SCC(=O)N2CCOCC2)nnc1-c1ccccn1	4.6%	-7.2%	3.6%	1.1%	1.2%	2.3%	2.8%	1.4%
CCOc1cccc(C2c3c(oc4ccccc4c3=O)C(=O)N2c2ccccn2)c1 (stereo unspecified)	6.8%	0.0%	8.2%	0.6%	0.9%	-7.9%	3.8%	-0.6%
COCCOC(=O)C1=C(C)NC(C)=C(C(=O)OC(C)C)C1c1cccc([N+](=O)[O-])c1 (stereo unspecified)	-3.6%	-15.3%&-14.0%&-12.0%&-10.2%&-11.6%	-3.1%&5.4%&3.3%&-6.1%&3.5%&4.8%	1.1%&0.0%&-3.6%&0.9%&-2.0%&-0.4%	-13.4%&2.6%&-1.0%&-22.5%&0.9%&-9.9%	-14.0%&-5.8%	0.1%&10.8%[15.4 µM]	-7.8%&3.1%&4.9%&-3.4%&9.5%&-8.3%
COc1ccc(/C=C2\SC(=S)N(N3C(=O)CCC3=O)C2=O)cc1O	-29.1%	i	12.3%	-3.2%	/	-25.9%	-10.7%	18.4%
COC(=O)c1cc2oc3ccccc3c2n1Cc1ccccn1	/	-2.9%	-2.7%	-0.1%	3.8%	-22.4%	-3.2%	-10.4%
Cc1cc(NS(=O)(=O)c2cccs2)no1	3.8%	-7.5%	-1.5%	3.9%	0.2%	0.5%	-1.8%	1.7%
CCOC(=O)Nc1ccc(NC(=O)OCC)cc1	/	i	-9.9%	-0.5%	1.2%	-3.0%	0.2%	7.9%
O=C(NCCCNc1ccc(C(F)(F)F)cc1[N+](=O)[O-])c1ccc(Cl)cc1	0.6%	-5.0%	2.0%	-2.1%	-0.6%	-1.0%	?	/
Brc1csc(C=Nc2ccc3c(c2)OCCOCCOCCOCCO3)c1	-2.5%	0.8%	6.3%	-0.9%	-2.2%	?	-4.6%	4.6%
Cc1cccc(NC(=S)NC(=O)CCc2ccccc2)c1C	/	-9.2%	-24.6%	1.1%	-6.8%	-0.1%	-12.8%	4.7%
COc1ccc2c(c1)c(CC(=O)OCC(N)=O)c(C)n2C(=O)c1ccc(Cl)cc1	/	i	2.6%	-2.0%	0.2%	-9.4%	/	7.9%
CSc1ncccc1C(=O)Nc1ccc2nc(C)sc2c1	/	i	9.5%	2.9%	2.3%	-0.8%	/	-12.8%
CCOc1ccc(Nc2c3ccccc3nc3ccccc23)cc1	?	-27.1%	4.4%	-2.3%	17.2%	-6.5%	/	2.5%
O=S(=O)(NCCc1ccncc1)c1cc(Br)ccc1F	6.1%	-2.3%	0.8%	1.0%	-3.5%	5.4%	-0.8%	5.9%
Cc1cc(C(C#N)c2ccccc2)n2ncnc2n1 (stereo unspecified)	2.8%	-8.9%	8.6%	-1.2%	1.8%	24.9µM*	?	7.6%
Cc1cc(C)nc(N=Nc2c(O)n(Cc3ccc(Cl)cc3)c3ccccc23)n1	-10.4%	-1.2%	6.2%	-2.6%	-2.5%	3.6%	-13.6%	-1.7%
O=c1cc[nH]c(=S)[nH]1	/	i	12.3%	-0.1%	11.5%	/	/	0.5%
C/C(=N/Nc1nc(-c2ccccc2F)nc2ccccc12)c1ccccc1O	-14.1%	i	-0.7%	-0.9%	1.3%	2.2%	/	9.5%

Given with each value named: part of the list above
COC(=O)c1cc2oc3ccccc3c2n1Cc1ccccn1
  L3MBTL1 inh = /; RECQ1 helicase = -2.9%; TRb-SRC2 inh = -2.7%; TexasRed fluor = -0.1%; GAA spleen mod = 3.8%; GAA glycogen = -22.4%; GAA inh = -3.2%; GoLoco inh red = -10.4%

Cc1cc(NS(=O)(=O)c2cccs2)no1
  L3MBTL1 inh = 3.8%; RECQ1 helicase = -7.5%; TRb-SRC2 inh = -1.5%; TexasRed fluor = 3.9%; GAA spleen mod = 0.2%; GAA glycogen = 0.5%; GAA inh = -1.8%; GoLoco inh red = 1.7%

Remaining list, next part.
molecule	L3MBTL1 inh	RECQ1 helicase	TRb-SRC2 inh	TexasRed fluor	GAA spleen mod	GAA glycogen	GAA inh	GoLoco inh red
Cc1cc(C)c2cc(CN(CCO)C(=O)Nc3ccc(F)cc3)c(=O)[nH]c2c1	7.2%	-1.1%	3.8%	3.0%	-7.3%	0.7%	-3.0%	3.6%
COC(=O)c1cc[n+](CC(=O)c2ccccc2)cc1	/	14.1%	1.3%	0.2%	-4.0%	-0.9%	-3.2%	13.9%
CN1CCN(/N=C/c2nc(-c3ccccc3Cl)n3ccccc23)CC1	-15.7%	-4.1%	-0.7%	-31.1%	-5.1%	8.2%	-4.7%	2.3%
Cc1ccnc(NC(=O)c2ccc3c(c2)C(=O)N(CC2CCCO2)C3=O)c1 (stereo unspecified)	7.2%	i	2.2%	-1.5%	-4.9%	2.4%	-3.5%	-3.9%
CCN(CC)S(=O)(=O)c1ccc(-c2nnc(SCC(=O)N3c4ccccc4CC3C)n2CC)cc1 (stereo unspecified)	13.0%	-6.3%	3.1%	-24.8%	5.5%	12.4%	-19.2%	-1.6%
Cc1ccc(NC2=C/C(=N/S(=O)(=O)c3cccs3)c3ccccc3C2=O)cc1C	-10.5%	0.2%	0.1%	5.4%	2.6%	6.3%	0.7%	4.9%
O=C(c1ccccc1S(=O)(=O)NCC(O)COc1ccc([N+](=O)[O-])cc1)N1CCCCC1 (stereo unspecified)	9.2%	-6.1%	-5.8%	-3.4%	-10.0%	-1.4%	-0.7%	3.3%
CC(C)CC(=O)NCCCCc1ccccc1	-3.2%	3.0%	0.0%	-1.7%	3.2%	-3.8%	2.6%	-15.0%
CCS(=O)(=O)N1CCCC(C(=O)NCC2CCCO2)C1 (stereo unspecified)	4.1%	i	0.3%	0.3%	-6.3%	6.4%	9.4%	-3.7%
CSCC[C@H](NC(=O)[C@H](CCCNC(=N)N)NC(=O)[C@H](Cc1ccc(O)cc1)NC(=O)[C@@H]1CCCN1C(=O)CNC(=O)[C@H](CCC(=O)O)NC(=O)[C@H](CC(=O)O)NC(=O)[C@H](CCCCN)NC(=O)[C@H](CCCCN)NC(=O)[C@H](CCC(=O)O)NC(=O)[C@H](C)N)C(=O)N[C@@H](CCC(=O)O)C(=O)N[C@@H](Cc1cnc[nH]1)C(=O)N[C@@H](Cc1ccccc1)C(=O)N[C@@H](CCCNC(=N)N)C(=O)N[C@@H](Cc1c[nH]c2ccccc12)C(=O)NCC(=O)N[C@@H](CO)C(=O)N1CCC[C@H]1C(=O)N1CCC[C@H]1C(=O)N[C@@H](CCCCN)C(=O)N[C@@H](CC(=O)O)C(=O)O	/	-14.5%	-4.3%	-4.1%	4.2%	/	/	/
COc1cccc(NC(=O)CN(C)CC(=O)Nc2ccc(Br)cc2)c1	/	i	3.9%	-3.7%	-1.9%	-0.6%	-3.9%	2.3%
O=[N+]([O-])c1ccc(N2CCSCC2)cc1	-16.2%	3.9%	0.7%	0.4%	-2.5%	6.9%	-13.5%	8.7%
O=C(O)CCCCOn1ccnc1	/	34.0%	4.4%	2.4%	9.3%	2.3%	0.1%	-2.1%
COc1ccccc1C1=NOC(COC(=O)c2ccc(Br)cc2)C1 (stereo unspecified)	29.6%	-8.1%	-0.2%	-1.1%	-1.5%	-1.5%	?	17.0%
COC(=O)c1ccc(COc2cc([N+](=O)[O-])cc3cccnc23)cc1	-7.7%	-8.8%	-5.0%	-0.6%	1.8%	3.9%	/	13.7%
Cc1ccc(CNc2ccc3c(c2)OCO3)c(C)c1	/	19.8%	1.2%	4.6%	2.1%	?	2.3%	34.0%[activator]
O=C(Nc1ccccc1)N(CCN1CCOCC1)Cc1ccccc1F	-4.5%	-5.4%	-18.7%	-2.4%	-11.8%	-0.3%	-2.3%	2.4%
Cn1nc(C(=O)Nc2ccc(S(=O)(=O)N3CCCC3)cc2)ccc1=O	/	i	1.4%	-3.5%	-1.9%	2.6%	-1.3%	2.4%

Screening data as filed in PubChem BioAssay.
